NPC1 prom act: activators of NPC1 promoter; Potency, µM (doses to about 9.22 µM), inactives show top-dose activation, hits mostly activators; actives 2.4% (n = 320,000); Huh7 NPC1 promoter luciferase reporter, 24 h;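 note: potency is the fitted concentration of half-maximal effect; % of control where 0% means no effect; nearly all actives have a fitted effect of over 60% in size; reporter is driven by a mutant NPC1 promoter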
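Luminescence read-out of NPC1 promoter-driven luciferase in stably transfected Huh7 cells; compounds delivered in DMSO and left 24 h at 37C, 5% CO2, qHTS titration format.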
Menin MLL FP TR: inhibitors of human menin-MLL interaction, mutant MLL peptide. O00255. actives 0.23% (n = 270,000). Potency, µM (series often up to 61.6 µM), without a hit: top-dose FP activity change, negative = inhibition, most hits filed as inhibitors. Menin + Texas Red MLL mutant peptide, fluorescence polarization; active = well fitted inhibition curve with a large enough effect in the polarisation, with a control signal flat, not every such curve was filed as active; inconclusive = small, poorly fitted or top-dose-only effect, or effect the other way, or a change in a side signal; inactive = no such curve, though single readings can be large or run the other way; the % refers to the polarisation; note: potency is the fitted concentration of half-maximal effect; % of control where 0% means no effect; many of its hits are not listed in these tables
Rab9 promoter act: activates the Rab9 promoter. Potency, µM (top dose mostly 9.22 µM), for the others: top-dose activation, negative = inhibition, most hits filed as activators. Huh7 Rab9 promoter-luciferase reporter, luminescence, 24 h. actives 2.8% (n = 320,000); note: potency is the fitted concentration of half-maximal effect; % of control where 0% means no effect; nearly all actives have a fitted effect of over 60% in size
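Cells were plated at 1500 per well in reduced-serum medium with 10% FBS and left 2 h. Compound in DMSO was then added for 24 h at 37 °C. Reporter signal was read by luminescence after 10 min with luciferase detection reagent.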
RORg inh: inhibitors of mouse ROR gamma transcriptional activity; P51450; Potency, µM (highest dose often 53.6 µM), without a hit: at the top dose activity change, negative = inhibition, usual class: inhibitors; AID 2551; actives 5.4% (n = 310,000); Drosophila S2 Gal4-RORgamma UAS-luciferase reporter, 20 h; note: potency is the fitted concentration of half-maximal effect; % is set by controls: 0 for no effect and ±100 for the full control effect; nearly all actives have a fitted effect of over 60% in size
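Stable Schneider cell line, Gal4 DNA-binding domain fused to ROR gamma, UAS-luciferase. Cmpd 1 hr RT → CuSO4 700 uM final → 20 hr RT → luciferase reagent 10 min → luminescence.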
FLuc modulator: inhibits or activates purified firefly luciferase, miR-21 counter-screen; AID 588342; purified FLuc, Km substrates, luminescence inhibition; P08659; Potency, µM (top dose mostly 57.5 µM), for inactives: at the highest dose activity change, negative = inhibition, most hits filed as inhibitors; actives 6.9% (n = 360,000);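 note: potency is the fitted concentration of half-maximal effect; plate controls were vehicle for no effect and reference inhibitor for full effect; nearly all actives have a fitted effect of over 55% in size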
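Purified P. pyralis luciferase (10nM final) with 10uM D-luciferin and 10uM ATP (Km levels) in 50mM Tris acetate pH 7.5, 10mM Mg acetate, 0.01% Tween-20, 0.05% BSA; qHTS 6-point titration, ~60 µM downward; luminescence read.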
BRCA1 expr up: activators of BRCA1 expression; actives 1.1% (n = 380,000); Potency, µM (highest dose often 46.1 µM), for the others: at the highest dose activation, usual class: activators; MCF7-BRCA1-FFLuc reporter, luminescence, 48 h; response scale: scaled: vehicle 0%, 10 µM genistein 100%; AID 624202; note: potency is the fitted concentration of half-maximal effect; nearly all actives have a fitted effect of over 80% in size; some results filed as inactive show a strong effect at the top dose
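Reporter cells (MCF7, BRCA1 promoter-firefly luciferase) received library compounds across a concentration series for 48 h. End-point luminescence was measured and concentration-effect curves derived after normalization.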
PKM2 activator: PKM2 (human) enzyme activation. purified PKM2, Kinase-Glo ATP luminescence, activation; response scale: 0% is enzyme alone, no compound. Potency, µM (top dose mostly 57.5 µM), inactives show at the top dose activation, hits mostly activators. actives 0.34% (n = 260,000). AID 1631; note: potency is the fitted concentration of half-maximal effect; % is set by controls: 0 for no effect and ±100 for the full control effect; nearly all actives have a fitted effect of over 55% in size
Target sequence (P14618 whole entry, looked up): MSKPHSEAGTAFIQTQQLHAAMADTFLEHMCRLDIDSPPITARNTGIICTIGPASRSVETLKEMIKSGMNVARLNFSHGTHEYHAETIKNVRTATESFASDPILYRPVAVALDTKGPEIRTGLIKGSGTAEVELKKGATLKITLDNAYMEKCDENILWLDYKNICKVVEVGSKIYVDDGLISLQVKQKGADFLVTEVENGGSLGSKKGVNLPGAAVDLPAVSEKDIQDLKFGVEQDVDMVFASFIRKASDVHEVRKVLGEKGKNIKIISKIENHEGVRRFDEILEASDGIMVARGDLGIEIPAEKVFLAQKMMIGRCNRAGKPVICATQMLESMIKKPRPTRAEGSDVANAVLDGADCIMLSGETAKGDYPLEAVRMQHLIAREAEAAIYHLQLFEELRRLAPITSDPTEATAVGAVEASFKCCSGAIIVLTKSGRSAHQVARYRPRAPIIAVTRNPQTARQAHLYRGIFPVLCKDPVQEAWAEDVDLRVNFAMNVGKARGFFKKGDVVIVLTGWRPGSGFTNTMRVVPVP
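Kinase-Glo luminescence reports ATP generated from ADP (0.1 mM) and PEP (0.5 mM) by purified hPK-M2 after 1 h at room temperature, pH 7.2 imidazole buffer; intermediate enzyme activity allows detecting inhibitors and activators.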
ELG1 genotox: genotoxicity induction in ELG1-luciferase HEK293T cells | HEK293T ELG1-luciferase reporter, luminescence, 16 h | Potency, µM (doses to about 46 µM), for the others: at the top dose activity change, positive = activation, actives largely listed as activators | actives 1.3% (n = 330,000) | AID 504466; note: potency is the fitted concentration of half-maximal effect; % of control where 0% means no effect; nearly all actives have a fitted effect of over 60% in size
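HEK293T cells expressing luciferase-tagged ELG1 were treated with compound or DMSO for 16 hr at 37°C. Luciferase activity was then read after 30 min with ONE-Glo at room temperature; rising signal flags genetic stress.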
Giardia kill: kills Giardia lamblia | Giardia lamblia trophozoite viability | activity change, % at 7.66 µM, hits read low | actives 0.15% (n = 340,000); in the data active = activity change below about -80%; inconclusive = between about -30% and that limit;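 note: parasites exposed to compound for two days anaerobically before the ATP read; % is set by controls: 0 for no effect and ±100 for the full control effect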
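Compounds were tested on trophozoites seeded at 100 cells/well and held 48 hrs at 37 deg C anaerobically. An ATP-based luminescent kit measured the remaining live cells.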
p53 reactivation: restores transcriptional activity of mutant p53; H1299 p53-A138V BP100-luciferase reporter, luminescence, 24 h; Potency, µM (top dose mostly 92.2 µM), for inactives: at the highest dose activity change, positive = activation, hits mostly activators; actives 0.063% (n = 320,000); AID 504706; note: potency is the fitted concentration of half-maximal effect; % of control where 0% means no effect; nearly all actives have a fitted effect of over 45% in size
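p53-null H1299 cells stably carrying temperature-sensitive p53-A138V and a BP100-luciferase reporter were pinned with compounds (4-point, 1:5 series) and held 24 hrs at 37 deg C. Luminescence was read 10 min after detection reagent.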
VP16 counter: Gal4-VP16 reporter inhibition counter-screen; Drosophila S2 Gal4-VP16 UAS-luciferase, luminescence, 20 h; Potency, µM (top dose mostly 53.6 µM), for inactives: at the top dose activity, negative = inhibition, most hits filed as inhibitors; actives 3.5% (n = 310,000); AID 2546;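 note: Gal4-VP16 expression switched on by copper sulfate through the metallothionein promoter; potency is the fitted concentration of half-maximal effect; % is set by controls: 0 for no effect and ±100 for the full control effect; nearly all actives have a fitted effect of over 50% in size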
* hit, by the source's call; ? = inconclusive; . = not tested or not shown; [ ] = remark or other dose. Unless noted, calls come from the whole dose curve; as a rule, active = well fitted curve in the direction sought with a large enough effect; inconclusive = small, poorly fitted or top-dose-only effect, or another doubt; inactive = no such curve, though single readings can be large; an effect the other way counts as inactive or inconclusive. The list is partial (hit frequency here may not be typical).

nr	SMILES	NPC1 prom act	Menin MLL FP TR	Rab9 promoter act	RORg inh	FLuc modulator	BRCA1 expr up	PKM2 activator	ELG1 genotox	Giardia kill	p53 reactivation	VP16 counter
1	Cc1noc(C)c1C(=O)N1CCN(CCc2ccccc2)CC1	-1%	-9%	14%	1%	16%	0%	-2%	3%	14	-3%	0%
2	Cc1nn(Cc2c(Cl)cccc2Cl)c(C)c1NC(=O)c1cc(C(C)C)on1	1%	-5%[11.7 µM]	0%	?	-1%	-53%	-4%	-4%	15	?	?
3	O=C1C=C(c2ccc(O)cc2)C[C@@H](c2ccc3c(c2)OCO3)C1	8%	.	1%	.	-8%	-30%	.	-4%	30[activator]	-13%	.
4	Cc1ccsc1/C=N\NC(=O)c1ccc2c(c1)OCO2	1.4µM*	-4%	1.4µM*	7.1µM*	3.8µM*	?	1%	?	-3	6%	?
5	COC(=O)c1cccc(NC(=O)c2cccc(OC)c2)c1	.	22%	.	6%	12µM*	25%	-22%	.	19	.	?
6	CCOC(=O)c1cc2[nH]c3ccccc3c2[n+](-c2ccc([N+](=O)[O-])cc2)c1C	-2%	-10%	-4%	-7%	-1%	-20%	-3%	-1%	5	-4%	?
7	COCCNc1nnc(SCC(=O)NC(=O)c2ccccc2)s1	3%	.	1%	.	4%	1%	.	4%	-9	5%	.
8	COc1ccccc1CCC(=O)OCC(=O)N1CCN(S(=O)(=O)c2ccc(C)cc2C)CC1	-5%	.	-5%	.	-1%	-22%	.	1%	-10	-2%	.

Fetched one by one from the entries so far:
nr	SMILES	NPC1 prom act	Menin MLL FP TR	Rab9 promoter act	RORg inh	FLuc modulator	BRCA1 expr up	PKM2 activator	ELG1 genotox	Giardia kill	p53 reactivation	VP16 counter
5	COC(=O)c1cccc(NC(=O)c2cccc(OC)c2)c1	.	22%	.	6%	12µM*	25%	-22%	.	19	.	?
3	O=C1C=C(c2ccc(O)cc2)C[C@@H](c2ccc3c(c2)OCO3)C1	8%	.	1%	.	-8%	-30%	.	-4%	30[activator]	-13%	.

(list continues)
nr	SMILES	NPC1 prom act	Menin MLL FP TR	Rab9 promoter act	RORg inh	FLuc modulator	BRCA1 expr up	PKM2 activator	ELG1 genotox	Giardia kill	p53 reactivation	VP16 counter
9	CCOc1ccccc1NC(=O)c1nc(S(=O)(=O)Cc2ccccc2)ncc1Cl	-46%[inhibitor]	.	-62%[inhibitor]	10µM*	-12%	-67%	.	-21%	20	-25%	4.5µM*
10	C/C(=N\NC(=O)c1sccc1C)c1ccncc1	?	.	3.2µM*	-38%	17µM*	?	-16%	10µM*	-3	?	?
11	NC(=O)C1CCN(C(=O)C2CCC(=O)N(C3CCCCCC3)C2)CC1 (stereo not drawn)	-1%	.	4%	-1%	0%	-4%	-2%	-1%	-5	12%	12%
12	O=C(NCCc1ccccc1)C1CCN(C(=O)c2sccc2-n2cccc2)CC1	-1%	-3%	-5%	?	-1%	10%	7%	-6%	17	8%	?
13	COc1ccc(OC)c(S(=O)(=O)N(C)CC(=O)Nc2ccc3c(c2)OCCO3)c1	.	9%	.	?	-5%	-17%	2%	.	6	.	-14%
14	O=C(Nc1ccccc1F)NC1CCN(Cc2nnnn2Cc2ccc(F)cc2)CC1	-4%	8%	3%	24%	4%	-2%	1%	-1%	-1	-28%	1%
15	COc1cc(CCC(=O)NCc2ccc(S(N)(=O)=O)cc2)cc(OC)c1OC	-7%	-8%	-7%	-15%	1%	1%	.	0%	0	-6%	-1%
16	Nc1nc(C23CC4CCC(CC(C4)C2)C3)cs1	-1%	2%	-8%	?	-1%	-21%	-1%	-1%	-16	-9%	10%
17	COc1ccc(C)cc1NC(=O)NCc1ccc(F)cc1	-1%	1%	-3%	42%	?	8%	-5%	-4%	-10	-4%	1%
18	CCOc1ccc(S(=O)(=O)NCCC(=O)OCC(=O)Nc2cc(C)on2)cc1	-6%	.	0%	7%	0%	0%	-7%	0%	17	2%	3%
19	COc1ccc(NC(=O)CNC(=O)Cc2ccccc2)cc1OC	-4%	19%	0%	1%	-2%	10%	-1%	6%	-14	-2%	-4%

Ordered by heavy-atom count (lowest first): part of the list above.
nr	SMILES	NPC1 prom act	Menin MLL FP TR	Rab9 promoter act	RORg inh	FLuc modulator	BRCA1 expr up	PKM2 activator	ELG1 genotox	Giardia kill	p53 reactivation	VP16 counter
16	Nc1nc(C23CC4CCC(CC(C4)C2)C3)cs1	-1%	2%	-8%	?	-1%	-21%	-1%	-1%	-16	-9%	10%
17	COc1ccc(C)cc1NC(=O)NCc1ccc(F)cc1	-1%	1%	-3%	42%	?	8%	-5%	-4%	-10	-4%	1%
19	COc1ccc(NC(=O)CNC(=O)Cc2ccccc2)cc1OC	-4%	19%	0%	1%	-2%	10%	-1%	6%	-14	-2%	-4%
15	COc1cc(CCC(=O)NCc2ccc(S(N)(=O)=O)cc2)cc(OC)c1OC	-7%	-8%	-7%	-15%	1%	1%	.	0%	0	-6%	-1%
12	O=C(NCCc1ccccc1)C1CCN(C(=O)c2sccc2-n2cccc2)CC1	-1%	-3%	-5%	?	-1%	10%	7%	-6%	17	8%	?
14	O=C(Nc1ccccc1F)NC1CCN(Cc2nnnn2Cc2ccc(F)cc2)CC1	-4%	8%	3%	24%	4%	-2%	1%	-1%	-1	-28%	1%

Bioassay records deposited in PubChem by National Center for Advancing Translational Sciences (NCATS).
